Screens (PubChem BioAssay)
697 NFkB inh – inhibitors of PMA/ionomycin-induced NF-kB reporter, 697 cells, primary screen, B-cell NF-kB inhibitor project, cell-based, luminescence, uHTS; 697 B-cell NF-kB luciferase reporter, 16 h; 330,000 tested, 0.33% active; inhibition, % at 4 µM; in the data active = inhibition above about 35%
UPR CHOP act – activators of apoptotic CHOP UPR arm, primary screen, cell-based, CHO-CHOP luciferase reporter, luminescence, uHTS | UPR activation; percent of tunicamycin response over DMSO baseline | activation, % at 10 µM | 330,000 tested, 0.34% active | AID 449763, 2010;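 active = at 10 µM dose, activation of 40% or more, normalized to positive control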;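 also: 100% = tunicamycin at 10 µg/mL and 0% = DMSO alone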
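Assay system: CHO-CHOP cells, stable luciferase reporter of PERK-eIF2a-CHOP signalling / Buffer or medium: F12 plus 10% serum / Compound dosing: one dose, 10 µM in 0.5% DMSO / Times: 6 h compound treatment, 37 °C / Technique: luciferase luminescence / Read-out: % reporter activation, DMSO baseline versus tunicamycin full activation / Benchmarks: tunicamycin and DMSO controls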
CCR6 antag – CCR6 receptor antagonists, primary screen, cell-based, CHO-K1, luminescence, beta-arrestin, uHTS; inhibition, % at 20 µM; C-C chemokine receptor type 6 (Homo sapiens), P51684; AID 493098, 2011; CHO-K1 CCR6 PathHunter beta-arrestin, CCL20-stimulated; 340,000 tested, 0.49% active;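 active = compounds whose inhibition of the agonist-driven luminescence signal at 20 µM reaches about 50%, limit read from the data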;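 also: cells stimulated with CCL20 at 14 nM final; plate controls were DMSO with CCL20 for no effect and DMSO without agonist for full effect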
Target sequence (P51684 whole entry, looked up): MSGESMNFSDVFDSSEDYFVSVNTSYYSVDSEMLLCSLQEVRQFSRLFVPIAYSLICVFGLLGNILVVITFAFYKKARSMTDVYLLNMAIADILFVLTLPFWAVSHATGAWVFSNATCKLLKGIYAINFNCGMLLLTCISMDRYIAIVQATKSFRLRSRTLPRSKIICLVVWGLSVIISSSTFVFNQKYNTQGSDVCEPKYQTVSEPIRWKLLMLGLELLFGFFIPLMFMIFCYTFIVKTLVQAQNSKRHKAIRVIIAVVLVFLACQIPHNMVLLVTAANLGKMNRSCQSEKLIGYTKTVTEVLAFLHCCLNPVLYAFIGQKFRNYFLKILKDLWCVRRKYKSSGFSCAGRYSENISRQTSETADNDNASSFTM
CXCR6 block – CXCR6 receptor inhibitors, primary screen, cell-based, beta-arrestin, luminescence, CHO-K1 PathHunter, 1536-well. C-X-C chemokine receptor type 6 (Homo sapiens), O00574. inhibition, % at 20 µM. 360,000 tested, 0.36% active. AID 602244, 2012; in the data active = inhibition above about 34%, passing the limit was not always enough;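 also: antagonist mode with CXCL16 agonist at 10 nM final; 0% = 10 nM CXCL16 with DMSO and 100% = unstimulated wells without agonist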
Target sequence (O00574 whole entry, looked up): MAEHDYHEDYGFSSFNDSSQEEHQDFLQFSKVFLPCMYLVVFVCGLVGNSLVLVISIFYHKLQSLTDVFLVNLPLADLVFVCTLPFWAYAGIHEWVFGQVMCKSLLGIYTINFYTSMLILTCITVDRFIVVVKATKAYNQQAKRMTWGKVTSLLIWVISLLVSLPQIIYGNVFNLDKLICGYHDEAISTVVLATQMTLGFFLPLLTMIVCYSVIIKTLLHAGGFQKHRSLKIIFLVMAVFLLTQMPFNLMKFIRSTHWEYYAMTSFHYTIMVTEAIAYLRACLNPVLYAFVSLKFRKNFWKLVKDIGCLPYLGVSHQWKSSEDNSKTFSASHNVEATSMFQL
Jurkat NFkB inh – inhibitors of induced NF-kB luciferase reporter, primary screen, TCR NF-kB activation inhibitor project, cell-based, luminescence, uHTS; 330,000 tested, 0.53% active; AID 435003, 2010; Jurkat, PMA/ionomycin-induced NF-kB luciferase reporter; inhibition, % at 4 µM; in the data active = inhibition above about 50%
Mdm2-MdmX inh – inhibitors of human Mdm2-MdmX association, primary screen, cell-based, luminescence, split luciferase, SaOS-2, uHTS. Protein Mdm4 (Homo sapiens) + E3 ubiquitin-protein ligase Mdm2 (Homo sapiens), …. SaOS-2 split-luciferase Mdm2/MdmX complementation. inhibition, % at 8 µM. 330,000 tested, 3% active;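 active = inhibition of at least 50% at 8 µM in the primary screen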
Gli-Sufu block – Gli-Sufu pathway antagonists, primary screen, luciferase luminescence, Sufu-KO-LIGHT cells, uHTS. 340,000 tested, 0.74% active. inhibition, % at 5 µM. AID 588413, 2011. Sufu-KO-LIGHT fibroblasts, Gli luciferase reporter luminescence;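 active = inhibition above about 55%, limit read from the data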;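 also: 0% = DMSO-treated cells and 100% = wells with medium but no cells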
UPR XBP1 act – activators of adaptive XBP1 UPR arm, primary screen, cell-based, CHO-XBP1 luciferase reporter, luminescence, uHTS | AID 463104, 2010 | activation, % at 20 µM | 330,000 tested, 0.33% active | IRE1-XBP1 UPR activation; percent of tunicamycin response, DMSO as zero;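 active = versus positive control, 20 µM dose yields 30% or more activation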;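 also: 100% = tunicamycin at 10 µg/mL and 0% = DMSO only wells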
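Signal: luciferase luminescence; Assay system: CHO-XBP1 luciferase reporter cells; Amount: one thousand reporter cells per well; Dosing: 20 µM single concentration, DMSO 1%; Benchmarks: high control tunicamycin 10 µg/mL final, low control DMSO vehicle only; Schedule: 6 h compound exposure at 37 °C, 5% CO2; Evaluation: percent activation relative to tunicamycin reference.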
EBI2 block – EBI2 receptor antagonists, beta-arrestin recruitment, primary screen, cell-based, luminescence, 7a,25-OHC stimulation, uHTS | 360,000 tested, 0.81% active | inhibition, % at 5 µM | 7a,25-OHC stimulated; in the data active = inhibition above about 38%;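 also: enzyme fragment complementation signal reports receptor beta-arrestin coupling in cells; 0% = agonist plus DMSO wells and 100% = wells without agonist; some results beyond the cut were filed as inactive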
Target sequence (P32249 whole entry, looked up, the tested form may be a part): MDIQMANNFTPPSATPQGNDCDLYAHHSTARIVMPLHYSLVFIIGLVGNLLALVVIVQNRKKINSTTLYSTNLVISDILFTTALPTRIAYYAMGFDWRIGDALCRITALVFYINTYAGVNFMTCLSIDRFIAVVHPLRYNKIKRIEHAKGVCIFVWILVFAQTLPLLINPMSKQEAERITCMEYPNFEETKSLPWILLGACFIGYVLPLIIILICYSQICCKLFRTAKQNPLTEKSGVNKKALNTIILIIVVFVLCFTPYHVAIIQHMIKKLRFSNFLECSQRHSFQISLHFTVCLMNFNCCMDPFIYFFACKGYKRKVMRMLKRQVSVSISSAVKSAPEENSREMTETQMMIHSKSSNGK
Numbers without * were called inactive; · = not tested or not shown.

SMILES | 697 NFkB inh | UPR CHOP act | CCR6 antag | CXCR6 block | Jurkat NFkB inh | Mdm2-MdmX inh | Gli-Sufu block | UPR XBP1 act | EBI2 block
Fc1ccc(CSc2nnc(-c3cnccn3)n2Cc2ccco2)cc1 | -5 | 0.1 | 10 | 12 | -3 | 9 | -3 | -1 | -3
Clc1ccc(-c2csc(-c3ccno3)n2)cc1 | -11 | 2.0 | 8 | -2 | -4 | -16 | -6 | 5 | 20
Cc1ccc(C(=O)NCc2cccc(C(F)(F)F)c2)cc1S(=O)(=O)N1CCCCC1 | -28 | 1.7 | -1 | 0 | 6 | 27 | -6 | -3 | 2
COc1cccc(N2CCN(c3ccc4nnc(CCC(=O)Nc5ccccn5)n4n3)CC2)c1 | 7 | 1.7 | 7 | 0 | 0 | 22 | -7 | -6 | 1
Cc1cccc(C)c1NC(=S)NCCc1ccccn1 | 5 | -0.9 | 12 | 0 | 4 | -14 | -1 | -1 | -15
Nc1nnc(SCC(=O)NC2CCCc3ccccc32)s1 (configuration not stated) | 0 | 1.2 | 3 | -1 | -8 | -6 | -32 | 0 | -12
CCOC(=O)CCc1c(C)nc(-n2[nH]c(C)c(CCO)c2=O)[nH]c1=O | 9 | -0.4 | 26 | -2 | 5 | 19 | -3 | -3 | -11
CC(=O)NC1C(=O)N(CC(C)C)c2ccccc21 (configuration not stated) | 5 | -1.5 | -16 | -4 | 0 | -1 | 3 | 0 | -9
CN(C)c1ccc(C(=O)OCC(=O)Nc2cccc(S(=O)(=O)N3CCCC3)c2)cc1 | 1 | 1.6 | 0 | 6 | -3 | 6 | 19 | 1 | 13
CCCC1=Nc2cc(C(=O)N3CCCC3)ccc2Sc2ccc(C)cc21 | -9 | -1.2 | 21 | 0 | -2 | 17 | 53 | -4 | -6
CC(C)NCCOc1cccc(Br)c1 | -9 | -0.9 | 0 | -12 | -6 | -2 | 4 | -1 | -2
O=C(CN1CCN(C(=O)C2CCCO2)CC1)Nc1c(Cl)cccc1Cl (configuration not stated) | 18 | 0.8 | -1 | 2 | 3 | 14 | -29 | -4 | -2
CC(=O)N1N=C(c2cccs2)CC1c1cccs1 (configuration not stated) | -6 | -1.5 | 11 | -1 | -4 | -12 | 0 | -2 | 9
COc1cccc(C(=O)c2cn(CC(=O)NCc3ccco3)c3nc(C)ccc3c2=O)c1 | -20 | -1.4 | -18 | -7 | 6 | 3 | 20 | -1 | -7
Cc1ccc(C(=O)N/C(=C\c2cn(S(=O)(=O)N(C)C)c3ccccc23)C(=O)NCCCN2CCOCC2)cc1 | 12 | 1.2 | 5 | 2 | 1 | 36 | 0 | -2 | -11
C=CCN(CC=C)C(=S)NC(=O)/C=C/c1ccccc1 | -1 | -1.0 | -10 | 4 | 0 | -21 | 0 | -2 | -6
COc1cc(OC)cc(C(=O)Nc2sc3c(c2C(N)=O)CCC3)c1 | -30 | 4.6 | -2 | -2 | -55 | 15 | -58 | 1 | 11
COc1ccc(CCNC(=O)C2CC(c3ccccc3F)=NO2)cc1 (configuration not stated) | -14 | 0.6 | 5 | 6 | -12 | -10 | -3 | 1 | -6
Cc1cc(S(=O)(=O)Nc2cccnc2)c(C)s1 | 17 | 0.0 | -10 | 2 | 13 | 16 | 2 | 1 | 1
COC(=O)C1(S(=O)(=O)C2(C(=O)OC)CCCC2)CCCC1 | 11 | -0.8 | 4 | 4 | 5 | 4 | -4 | -1 | -3

An excerpt from above in order of molecular weight, lowest first.
SMILES | 697 NFkB inh | UPR CHOP act | CCR6 antag | CXCR6 block | Jurkat NFkB inh | Mdm2-MdmX inh | Gli-Sufu block | UPR XBP1 act | EBI2 block
Clc1ccc(-c2csc(-c3ccno3)n2)cc1 | -11 | 2.0 | 8 | -2 | -4 | -16 | -6 | 5 | 20
COc1cccc(C(=O)c2cn(CC(=O)NCc3ccco3)c3nc(C)ccc3c2=O)c1 | -20 | -1.4 | -18 | -7 | 6 | 3 | 20 | -1 | -7
Cc1ccc(C(=O)N/C(=C\c2cn(S(=O)(=O)N(C)C)c3ccccc23)C(=O)NCCCN2CCOCC2)cc1 | 12 | 1.2 | 5 | 2 | 1 | 36 | 0 | -2 | -11

Continued:
SMILES | 697 NFkB inh | UPR CHOP act | CCR6 antag | CXCR6 block | Jurkat NFkB inh | Mdm2-MdmX inh | Gli-Sufu block | UPR XBP1 act | EBI2 block
Cc1oc(S(=O)(=O)N(C)C)cc1C(=O)Nc1ccc(F)cc1 | -1 | 0.2 | -1 | -5 | 4 | -17 | 4 | 2 | 3
COc1ccc(NCc2ccccc2[N+](=O)[O-])cc1OC | 12 | -0.1 | -2 | 1 | -19 | 30 | -8 | 0 | -7
CCOC(=O)N1CCN(Cc2nc3c(c(=O)n(C)c(=O)n3C)n2CCC(C)C)CC1 | 15 | -1.2 | -1 | -2 | 9 | 21 | 9 | -2 | 0
O=C1CCC[C@@H]2Cc3nc4ccccc4cc3[C@@H]3CCN1[C@H]23 | · | · | 5 | -3 | · | · | 6 | · | -12
Clc1ccc2c(c1)C1=C(C(c3ccncc3)O2)C(c2ccc(Br)cc2)n2ncnc2N1 (configuration not stated) | -21 | 2.4 | 11 | 10 | 5 | 70* | 2 | 0 | 22
NCCCC[C@H]1CNC(=O)C(=O)N1CC1CCCCC1 | 8 | -0.8 | -14 | 7 | 7 | 27 | -2 | 2 | 0
Cc1nn(-c2ccc(Cl)cn2)c2c1C(=O)CC(C)(C)C2Br (configuration not stated) | · | · | 6 | -12 | · | · | 1 | · | -5
CCC(NC(=O)NCc1ccccc1)(C(F)(F)F)C(F)(F)F | -16 | 0.1 | 11 | -7 | -6 | -16 | 52 | -2 | -3
CCN1CCc2c(OCC(=O)N3CCC(C)CC3)cccc2C1=O | 14 | 0.8 | 1 | 1 | 4 | -2 | -35 | 0 | -1
CC1CCCCN1C(=O)C(=O)c1cn(CC(=O)N2CCCCCC2)c2ccccc12 (configuration not stated) | -26 | 0.8 | 1 | 8 | 8 | -6 | -2 | 1 | -8
CCOC(=O)c1cccc(-n2c(C)cc(C=O)c2C)c1 | -7 | 0.5 | -12 | -6 | 1 | 5 | -12 | -5 | 5
CC(C)[C@H](NS(=O)(=O)c1ccc2c(c1)OCCO2)C(=O)OCC(=O)Nc1cccc(Cl)c1Cl | 2 | -1.2 | 20 | -4 | -8 | 26 | 0 | 0 | 0
NS(=O)(=O)c1ccc(CCNc2cc(=O)n(Cc3ccc(F)cc3)c(=O)[nH]2)cc1 | 10 | 0.5 | -6 | -2 | 4 | -8 | 11 | 0 | 1
Cc1ccc(-n2c(C)nc3c(cnn3-c3ccccc3Cl)c2=O)cc1C | -1 | 1.0 | 11 | 1 | -11 | 6 | 2 | -1 | 8
Cc1ccc(S(=O)(=O)N2CCN(C(=O)C3CCCCC3)CC2)cc1 | -7 | -2.7 | -7 | -7 | 3 | -49 | -1 | -1 | 2
O=C(CN1CCN(C(=O)c2cccc(S(=O)(=O)N3CCCC3)c2)CC1)Nc1cccc(F)c1 | 9 | 0.1 | 5 | 4 | 1 | 16 | 9 | -1 | -7
Cn1c(SCC(=O)O)nnc1-c1cccc(NC(=O)c2cccc3ccccc23)c1 | 5 | 1.1 | 9 | -1 | 3 | -31 | 4 | 1 | -13
Cc1ccc(SCCN2CCC(NC(=O)OCc3ccccc3)CCC2=O)cc1 (configuration not stated) | 11 | -0.8 | 13 | 6 | 18 | 6 | -1 | -2 | 7
Clc1cccc(CSc2nccn2-c2ccccc2)c1 | -13 | 1.7 | 25 | 3 | -3 | 10 | 13 | -2 | -1
COc1cccc(/C=N/NC(=O)C(=O)N2CCCCCC2)c1O | -3 | -1.4 | 2 | 4 | 19 | 27 | 2 | -1 | 3
Cc1ccc2nc(N(CCCN(C)C)C(=O)c3sc4ccccc4c3Cl)sc2c1 | -15 | 5.4 | 10 | -9 | -3 | 21 | 22 | -1 | 5
Cc1csc(Nc2nc(N)c(C(=O)Nc3cc(Cl)ccc3F)o2)n1 | 2 | 2.4 | 7 | -9 | -28 | 55* | 3 | -2 | -9
CC(=O)N1C(=O)C2(C(C#N)=C(N)Oc3cc(C)oc(=O)c32)c2ccccc21 (configuration not stated) | 11 | -0.8 | 13 | 3 | -1 | 14 | 1 | -2 | -3
CCCCn1c(SCC(=O)Nc2cc(C)on2)nnc1-c1ccco1 | 4 | -2.1 | -3 | 0 | 5 | -9 | -4 | -2 | -8
CCC(=O)NCCc1nc2cc(NC(=O)Nc3ccccc3)ccc2n1C | -47 | 1.4 | -4 | -4 | -98 | -21 | 7 | -8 | -3
C[C@]12CCC[C@H](O1)c1c(cc3c(c1O)C(=O)c1c(O)cc(O)cc1C3=O)O2 | -11 | 1.3 | 31 | 20 | 6 | -24 | -6 | 4 | -6
Cc1ccc(/C=C2\Oc3c(ccc(O)c3CN3CCN(C)CC3)C2=O)cc1 | 8 | 0.0 | 14 | 5 | -7 | 17 | 10 | 1 | -4
CCC(C)(C(=O)NC1CCCC1)N(Cc1cccs1)C(=O)c1ccccn1 (configuration not stated) | 15 | -1.2 | 13 | 3 | -11 | 15 | -5 | -1 | 7
O=C1NC2(CCCCCC2)C(=O)N1Cc1ccc(F)cc1Cl | 20 | -0.3 | 11 | -3 | 0 | 11 | 6 | -3 | -8
Cn1c(N)c(C(=O)CSc2n[nH]c(N)n2)c(=O)n(C)c1=O | 9 | 0.6 | 2 | 14 | 15 | 4 | -9 | 1 | 7
C[C@H]1NC(=O)[C@@]2(C)[C@H](c3ccccc3)[C@H]3COc4ccccc4[C@@H]3N2C1=O | 13 | -0.1 | 11 | 9 | 5 | 8 | -3 | 2 | -1
CCCCc1nc(SCc2ccc([N+](=O)[O-])cc2)n[nH]1 | 17 | 0.0 | 9 | 0 | -11 | -4 | -2 | 0 | -1
O=C(OCc1nnc(-c2ccc(Cl)cc2)o1)c1ccc(=O)n(Cc2ccccc2)n1 | 15 | 6.0 | -4 | 3 | 1 | -2 | 4 | -7 | 0
O=C(O)c1ccc(S(=O)(=O)Nc2ccc(O)c(Sc3nc4ccccc4s3)c2)cc1 | 29 | -2.1 | 4 | 2 | -1 | 12 | -2 | -6 | -1
Cc1cc(C)n(-c2ccc(F)cc2)c(=O)c1C(=O)O | 19 | -1.6 | 0 | -5 | 11 | 15 | 4 | 0 | -4
COc1cccc(CNC(=O)C2(C)Oc3ccccc3NC2=O)c1 (configuration not stated) | 2 | 2.2 | 4 | -5 | -19 | 21 | -4 | -2 | 3
O=C(Nc1ccc(S(=O)(=O)N2CCOCC2)cc1)c1cccnc1 | -37 | -0.6 | 11 | 1 | -7 | -33 | 7 | -3 | -8
